From PubChem BioAssay
M1 PAM = potentiates human M1 receptor response to acetylcholine; activation, % at 3 µM; CHO-K1 hM1, Fluo-8 calcium fluorescence, ACh EC20; 0% = ACh EC20, 100% = maximal ACh; 0.088% of 360,000 active; AID 588819; P11229; in the data active = activation above about 19%, passing the limit was not always enough
M4 antag = blocks acetylcholine activation of human M4 receptor; P08173; CHO-hM4 cells, ACh EC80, Fluo-8 calcium fluorescence; inhibition, % at 3 µM; 0.73% of 360,000 active; AID 624125;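 active = inhibition above its plate's cutoff, the mean inhibition of sample wells plus 3 SD, cut at about 27% in these data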;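 note: 0% = acetylcholine EC80 with DMSO and 100% = DMSO without agonist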
Target sequence (P08173 whole entry, looked up): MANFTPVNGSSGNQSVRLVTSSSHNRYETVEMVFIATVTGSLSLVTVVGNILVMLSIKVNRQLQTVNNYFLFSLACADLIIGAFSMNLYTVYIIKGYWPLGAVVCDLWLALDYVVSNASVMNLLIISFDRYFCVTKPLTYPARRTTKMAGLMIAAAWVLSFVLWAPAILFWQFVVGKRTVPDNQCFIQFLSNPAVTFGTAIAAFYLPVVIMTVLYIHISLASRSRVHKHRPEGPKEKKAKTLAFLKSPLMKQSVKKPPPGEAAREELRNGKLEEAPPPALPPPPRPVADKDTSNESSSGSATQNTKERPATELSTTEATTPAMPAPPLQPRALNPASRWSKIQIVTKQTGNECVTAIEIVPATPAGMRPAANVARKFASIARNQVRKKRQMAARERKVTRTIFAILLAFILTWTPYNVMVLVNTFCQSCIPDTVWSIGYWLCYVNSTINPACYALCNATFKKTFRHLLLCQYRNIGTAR
M1 antag = antagonists of human M1 muscarinic receptor; CHO-K1 hM1, Fluo-8 calcium fluorescence, ACh EC80 antagonist; inhibition, % at 3 µM; 1.3% of 360,000 active; P11229;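 active = percent inhibition above its own plate's cutoff, namely the mean of that plate's compound wells plus 3 SD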;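 note: peak over basal fluorescence ratio during 140 s after agonist addition; 0% = ACh EC80 plus DMSO and 100% = DMSO alone without agonist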
CHRM5 antagonist = antagonists of human muscarinic M5 receptor (CHRM5); AID 624040; CHO-hM5 cells, Fluo-8 calcium fluorescence, ACh EC80; P08912; 0.59% of 360,000 active; inhibition, % at 3 µM;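 active = inhibition above a per-plate cutoff, the mean of that plate's test compounds plus 3 SD, cut at about 27% in these data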;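 note: 0% = acetylcholine EC80 with DMSO and 100% = DMSO without agonist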
Target sequence (P08912 whole entry, looked up): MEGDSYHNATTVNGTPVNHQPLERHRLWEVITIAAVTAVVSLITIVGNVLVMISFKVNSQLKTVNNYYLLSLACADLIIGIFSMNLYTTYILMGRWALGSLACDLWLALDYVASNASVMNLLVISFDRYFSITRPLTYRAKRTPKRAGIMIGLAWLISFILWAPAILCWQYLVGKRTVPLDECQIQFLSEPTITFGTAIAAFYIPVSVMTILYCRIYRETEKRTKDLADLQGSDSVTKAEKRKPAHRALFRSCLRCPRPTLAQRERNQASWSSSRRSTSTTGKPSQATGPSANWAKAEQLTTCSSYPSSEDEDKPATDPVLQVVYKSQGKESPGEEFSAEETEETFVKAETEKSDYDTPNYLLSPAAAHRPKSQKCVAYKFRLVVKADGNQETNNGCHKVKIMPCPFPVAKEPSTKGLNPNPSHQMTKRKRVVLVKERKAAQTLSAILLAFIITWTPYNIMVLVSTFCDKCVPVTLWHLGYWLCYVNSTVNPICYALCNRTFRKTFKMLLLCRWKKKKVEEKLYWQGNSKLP
CHRM5 PAM = potentiates acetylcholine response at human M5 receptor | activation, % at 3 µM | 0.3% of 360,000 active | P08912 | CHO-K1 hM5, Fluo-8 calcium, ACh EC20 PAM; 0% = ACh EC20, 100% = ACh EC100;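 active = activation above the run cutoff, the mean activation of all test compounds plus 3 SD, cut at about 18% in these data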
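Test system: CHO-K1 hM5 cells / Doses: single-point, 3 µM nominal / Times: Post-acetylcholine fluorescence recording 140 s / Technique: Fluo-8 calcium fluorescence / Measure: Max/basal fluorescence ratio as % of EC20–EC100 ACh window / Benchmarks: low control EC20 acetylcholine (0%), high control EC100 acetylcholine (100%) / Replicates: one well per compound, no replicates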
CRFR2-BP ag = CRF-BP/CRF-R2 complex agonism; HEK293 CRF-R2/CRF-BP, calcium dye fluorescence (FLIPR); percent of saturating CRF peptide response; activation, % at 13.2 µM; 0.46% of 350,000 active;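 active = activation of at least 50%, plus an integration ratio under a set limit after plate pattern correction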;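 note: plate controls were neutral control wells without compound for no effect and CRF at EC100 for full effect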
M4 ag = CHRM4 agonism in calcium assay; CHO-K1 hM4/Gqi5, Fluo-8 calcium fluorescence; vehicle 0%, full acetylcholine response 100%; activation, % at 3 µM; 0.14% of 360,000 active; P08173;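 active = activation above the run mean over all test wells plus 3 SD, cut at about 32% in these data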;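 note: peak over basal fluorescence ratio per well then scaled between controls; 0% = DMSO wells and 100% = acetylcholine at EC100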
M4 PAM = positive allosteric modulators of human muscarinic M4 receptor; AID 624126; 0.4% of 360,000 active; CHO-K1 hM4/Gqi5, Fluo-8 calcium fluorescence, ACh EC20; 0% = ACh EC20, 100% = maximal ACh; activation, % at 3 µM;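 active = activation above its plate's cutoff, the mean activation of sample wells plus 3 SD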; note: some results filed as inactive read as strong as hits
M5 ag = CHRM5 agonism in calcium assay | CHO-K1 hM5 cells, Fluo-8 calcium fluorescence; 0% DMSO wells, 100% maximal acetylcholine response | 0.19% of 360,000 active | activation, % at 3 µM | P08912 | AID 624037;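 active = activation above the run's mean over test compounds plus 3 SD, cut at about 23% in these data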;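 note: signal is peak over basal fluorescence ratio across the kinetic read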
The depositor's hits bear a star; nt = not tested or not shown.

SMILES | M1 PAM | M4 antag | M1 antag | CHRM5 antagonist | CHRM5 PAM | CRFR2-BP ag | M4 ag | M4 PAM | M5 ag
COC(=O)C1CCN(C(=O)CN(C)Cc2ccc(C(C)(C)C)cc2)CC1 | -25 | 0 | 34* | 3 | -8 | 0.1 | 1 | -2 | -6
Cc1cn([C@H]2C[C@H](O)[C@@H](/C=C/C(=O)NCCN3CCOCC3)O2)c(=O)[nH]c1=O | -5 | 14 | -6 | 14 | 2 | nt | 0 | -1 | 3
CCOC(=O)CSc1nc2sc3c(c2c(=O)n1-c1ccccc1)CCN(C)C3 | -8 | -3 | 0 | 7 | 1 | 3.6 | 1 | -9 | -15
CCN(C(=O)CCc1nnc2ccc(N3CCC4(CC3)OCCO4)nn12)c1ccccc1 | 0 | -7 | 1 | 8 | 0 | -0.3 | 2 | 3 | -1
Cc1cc(C)cc(N(C(=O)CCC(=O)Nc2cc(C)on2)C(C(=O)NC2CCCC2)c2ccco2)c1 (stereo unspecified) | -2 | 1 | 7 | 9 | -2 | 1.5 | 1 | -2 | -3
CCOC(=O)c1c(NC(=O)CSc2nnc3c(n2)[nH]c2ccccc23)sc2c1CCN(C)C2 | 1 | 2 | -6 | -7 | -7 | 12 | 1 | 2 | -9
O=C(NNC(=O)c1ccc(-n2cncn2)c([N+](=O)[O-])c1)c1ccc(Cl)cc1 | 14 | -17 | -9 | 12 | -11 | -1.6 | 0 | 12 | -1
CC(C)Cc1nc2oc3c(NCC4CCCO4)ncnc3c2c2c1CCC2 (stereo unspecified) | -3 | -4 | -4 | 2 | -9 | -1.0 | 8 | -6 | 0
CC(C)c1nnc(NC(=O)CCN2C(=O)c3ccccc3C2=O)s1 | 3 | -3 | -32 | -4 | 0 | 1.4 | 1 | 8 | 3
COc1ccc(OCCN2CCC(C(=O)NC(c3ccc(C)cc3)c3ccccn3)CC2)cc1 (stereo unspecified) | -6 | 0 | 4 | 5 | -2 | nt | 2 | -3 | -3
COc1ccc(NC2=NC(=S)N(c3ccccc3C)C23CCCCC3)cc1 | 7 | -2 | -6 | 6 | -9 | 0.0 | -2 | 2 | -13
Clc1ccc(CN=C(Nc2ccccc2)NC2CCCCC2)cc1 | -5 | 11 | 5 | 19 | -9 | 20 | 9 | -9 | -5
CCOC(=O)C1=C(N)Oc2ccc3ccccc3c2C1c1cccnc1 (stereo unspecified) | 2 | 4 | -1 | 1 | 5 | 0.5 | -2 | 0 | -13
CCOP(=O)(OCC)C(NC(=O)Nc1ccc(C)c(Cl)c1)c1ccccc1 (stereo unspecified) | -2 | 6 | 1 | 15 | -8 | 1.2 | 5 | -6 | 0
COc1ccccc1-c1nnc2sc(-c3ccc(N(C)C)cc3)nn12 | 3 | -4 | 4 | 1 | -1 | -4.7 | -2 | -8 | -5

Filtered by structure: the entries above containing a furan ring, fused or not (2)
SMILES | M1 PAM | M4 antag | M1 antag | CHRM5 antagonist | CHRM5 PAM | CRFR2-BP ag | M4 ag | M4 PAM | M5 ag
Cc1cc(C)cc(N(C(=O)CCC(=O)Nc2cc(C)on2)C(C(=O)NC2CCCC2)c2ccco2)c1 (stereo unspecified) | -2 | 1 | 7 | 9 | -2 | 1.5 | 1 | -2 | -3
CC(C)Cc1nc2oc3c(NCC4CCCO4)ncnc3c2c2c1CCC2 (stereo unspecified) | -3 | -4 | -4 | 2 | -9 | -1.0 | 8 | -6 | 0

(more compounds)
SMILES | M1 PAM | M4 antag | M1 antag | CHRM5 antagonist | CHRM5 PAM | CRFR2-BP ag | M4 ag | M4 PAM | M5 ag
COc1cc2nc(C3CCC3)nc(N3CCN(c4ccccn4)CC3)c2cc1OC | -13 | -7 | 17 | 0 | -2 | 1.3 | 3 | -5 | -5
CCc1ccc(NC(=O)CCS(=O)(=O)c2ccc3c(c2)CCN3C(C)=O)cc1 | 6 | 1 | -7 | 4 | 1 | 1.8 | 3 | -2 | -1
O=C(NCCN1CCCC1)C1COc2ccccc2O1 (stereo unspecified) | 6 | 1 | -10 | 1 | 5 | 5.6 | 1 | 4 | -6
O=C(Cc1cccc(NC(=O)C2CCCN(C(=O)CCc3ccccc3)C2)c1)Nc1cccc(C(=O)N2CCCCC2)c1 (stereo unspecified) | 6 | -9 | -4 | 1 | -1 | -1.4 | 2 | 3 | -3
COc1cccc(NC(=O)c2ccccc2-c2nc(-c3cccc(C)c3)no2)c1 | -1 | -10 | -25 | 2 | -15 | 2.9 | 4 | -3 | -5
c1cc2c(c(CC3CO3)c1CC1CO1)OCCOCCOCCOCCO2 (stereo unspecified) | 4 | -1 | -13 | 3 | 0 | 5.0 | 0 | -2 | 0
C#CCNC(=O)C1CCN(c2ccc(S(=O)(=O)N3CCOCC3)cc2Cl)CC1 | 8 | 0 | -5 | 6 | 3 | 0.1 | 2 | -5 | 4
COc1cccc(N=Nc2c(=O)[nH]n3c(C)cc(C)nc23)c1 | -8 | 4 | 11 | -9 | 3 | -2.1 | 1 | -3 | 1
O=c1[nH]c(N/N=C/c2ccc(O)cc2)nc2ccccc12 | 10 | 2 | 2 | 7 | -3 | -0.1 | 1 | -6 | -1
Cc1cc(F)ccc1NCc1ccncc1 | -2 | -3 | 1 | -3 | -3 | 1.0 | 2 | 1 | 2
COC(=O)COc1ccc(S(=O)(=O)NCc2cccnc2)cc1 | 6 | 8 | -5 | 3 | -3 | -0.2 | 2 | -1 | 1
CCNC(=S)/C(=C(/[O-])c1ccc([N+](=O)[O-])cc1)[n+]1ccccc1 | 4 | -2 | -11 | 8 | -1 | 0.9 | 0 | -8 | -10
Fc1ccc(NC(=S)NCCN2CCOCC2)c(F)c1F | 10 | -10 | -20 | 3 | 4 | -0.9 | 3 | 12 | 0
COc1cccc(/C=C/c2nc(C#N)c(NCC(C)C)o2)c1 | 2 | 3 | -11 | 11 | -11 | -1.7 | -1 | -6 | -13
COc1ccc(/C(O)=C2/C(=O)C(=O)N(CCCN(C)C)C2c2ccc(Cl)cc2)cc1OC (stereo unspecified) | 6 | -10 | -8 | 1 | -1 | -0.5 | 1 | 6 | 0
COc1ccc(-c2nc(C)sc2C)cc1 | 14 | -1 | -5 | -2 | 0 | -1.6 | 0 | 2 | -2
CCOC(=O)[C@H]1[C@H]2COc3ccc(OC)cc3[C@@H]2N2C(=O)CN(Cc3ccc(F)cc3)C(=O)[C@@]12C | -11 | 42* | 4 | 10 | -11 | -2.4 | 6 | -16 | -11
COc1ccc(OCC(=O)NNC(=O)Cn2c(=O)cnc3ccccc32)cc1 | 3 | -14 | -14 | 4 | -7 | 0.7 | 0 | 0 | 1
COC(=O)[C@]1(C)CCC[C@@]2(C)C3CC[C@@]4(C)C[C@]3(CCC21)CC(=O)N4 (stereo partly specified) | 17 | 9 | -12 | 6 | 1 | 2.8 | 2 | 0 | 4
Cc1ccccc1SCC(=O)OCC(=O)N1CC(=O)Nc2ccccc21 | -3 | 1 | 10 | 10 | -2 | 0.3 | 4 | 7 | -1
CCOC(=O)C1(Cc2ccccc2C)CCCN(C(=O)CCn2nccc2C)C1 (stereo unspecified) | 11 | -4 | -9 | 3 | 0 | -0.3 | 1 | 1 | -2
COc1ccccc1N1CCN(CC(=O)Nc2c(C)n[nH]c2C)CC1 | 7 | 3 | -17 | 0 | 1 | -3.5 | 1 | 0 | 0
CC(=O)N1CCN(S(=O)(=O)c2c(C)n(C)c(=O)n(C)c2=O)CC1 | 9 | -1 | -10 | -1 | 1 | -0.4 | 1 | 4 | -4
O=C(O)CSc1ccc(S(=O)(=O)N2CCCC2)cn1 | 11 | -9 | -8 | -7 | 2 | 1.7 | 3 | 10 | 4
Cc1cc(C)c2nc(N3CCC(C(=O)NCCCN4CC(C)CC(C)C4)CC3)sc2c1 (stereo unspecified) | -27 | 22 | 82* | 12 | -14 | -2.2 | 7 | -19 | -11
CCn1c(C)c(C)c2cc(C(=O)NCCCN3CCCC3)ccc21 | 7 | -3 | -12 | -4 | 5 | -0.3 | 1 | -3 | -3
CCOc1ccc(N(CC(=O)Nc2ccc3c(c2)OCCO3)S(=O)(=O)c2c(C)noc2C)cc1 | 15 | -9 | -4 | 3 | -4 | -1.3 | 1 | 4 | 2
Cc1ccc(S(=O)(=O)N2CCCC2)s1 | 4 | -5 | -6 | 8 | 0 | 1.8 | 0 | -1 | -2
Cc1ccccc1C(=O)OCC(=O)Nc1cccc(S(=O)(=O)N2CCCCC2)c1 | -7 | 0 | 1 | 3 | -6 | 1.9 | 14 | -5 | 3
CC1(C)CC2CC(C)(CN2C(=O)COC(=O)c2ccc(Cl)c(N)c2)C1 (stereo unspecified) | 0 | -6 | -5 | 6 | -2 | 0.1 | 6 | -6 | 1
CCc1ccc(C)c(OC(=O)c2cncc(Br)c2)c1 | 4 | -2 | -13 | 4 | 0 | -2.2 | 0 | -2 | -4
CC(=O)N1N=C(c2cccnc2)OC1c1ccc(C(C)C)cc1 (stereo unspecified) | 2 | 1 | -6 | 3 | -3 | -1.4 | 1 | 2 | -2
CC(CCCN1CCCC1)Nc1ccnc2cc(Cl)ccc12 (stereo unspecified) | -31 | 26 | 58* | 14 | -5 | -0.6 | 1 | -9 | -9
O=C(NCCN1CCOCC1)c1cc2ccccc2o1 | 7 | -1 | -18 | -6 | 1 | 1.1 | 2 | -1 | -1
Cc1cc(C)c(C(=O)/C=C/c2ccc3c(c2)OCO3)c(=O)[nH]1 | 11 | -12 | -8 | -8 | -7 | 8.0 | 0 | 7 | -1
COc1cccc(NC(=O)N2CCCC2C(=O)NCc2ccccc2)c1 (stereo unspecified) | 11 | -10 | -4 | -3 | 9 | -2.5 | 1 | 9 | 2
CCOc1ccc(S(=O)(=O)NCCC(=O)NC(C)CCc2ccccc2)cc1 (stereo unspecified) | 9 | 0 | -9 | 6 | 0 | -2.0 | 1 | 9 | -4
COC(=O)N/N=C/c1cn(Cc2c(Cl)cccc2Cl)c2ccccc12 | -2 | 8 | 1 | 14 | -10 | -2.2 | 8 | -7 | -1
COc1ccccc1N(CC(=O)NC1CCCC1)C(=O)CCC(=O)Nc1ccccn1 | 8 | -7 | -11 | 10 | -1 | 1.4 | 0 | -3 | -2
C/C(=N/NC(=O)c1ccc2c(c1)OCO2)c1cccc([N+](=O)[O-])c1 | 10 | -4 | -14 | -1 | -3 | -0.6 | 1 | 0 | -1
COC(=O)c1sc2ccccc2c1-n1cccc1C(=O)C(=O)Nc1ccc(OC)cc1 | -1 | -4 | -33 | 5 | -5 | 4.7 | 2 | -4 | -2
CCOC(=O)CSc1nc(Cc2ccccc2)nc2ccccc12 | 5 | 5 | -8 | 7 | -2 | -2.1 | 1 | -3 | -6
O=C(Cn1nc(Cc2cccnc2)c2ccccc2c1=O)NCC1COc2ccccc2O1 (stereo unspecified) | 9 | -7 | -24 | 2 | -6 | -5.9 | nt | 4 | 2
Cc1ccc(N=C2NC(=O)CS2)cc1C | 0 | 0 | 2 | 12 | 1 | -0.8 | 0 | -2 | -1
Cc1ccccc1-c1cc2nc(C)c(C)c(=O)n2[nH]1 | -2 | -2 | -11 | -11 | -3 | -3.1 | 0 | 2 | -4

Part of the list above, set out differently:
molecule	M1 PAM	M4 antag	M1 antag	CHRM5 antagonist	CHRM5 PAM	CRFR2-BP ag	M4 ag	M4 PAM	M5 ag
CCOc1ccc(S(=O)(=O)NCCC(=O)NC(C)CCc2ccccc2)cc1 (stereo unspecified)	9	0	-9	6	0	-2.0	1	9	-4
COC(=O)N/N=C/c1cn(Cc2c(Cl)cccc2Cl)c2ccccc12	-2	8	1	14	-10	-2.2	8	-7	-1

Not a hit list; any-hit rate near 2.8%.
